High-throughput results as filed in PubChem.
LmPK inhibitor: LmPK (Leishmania mexicana) enzyme inhibition. AID 1721. Potency, µM (series often up to 57.5 µM), for inactives: top-dose activity change, negative = inhibition, most hits filed as inhibitors. Q27686. 290,000 compounds, 0.37% hits. purified LmPK, Kinase-Glo ATP luminescence, 1 h; note: potency is the fitted concentration of half-maximal effect
Target sequence (Q27686 whole entry, looked up): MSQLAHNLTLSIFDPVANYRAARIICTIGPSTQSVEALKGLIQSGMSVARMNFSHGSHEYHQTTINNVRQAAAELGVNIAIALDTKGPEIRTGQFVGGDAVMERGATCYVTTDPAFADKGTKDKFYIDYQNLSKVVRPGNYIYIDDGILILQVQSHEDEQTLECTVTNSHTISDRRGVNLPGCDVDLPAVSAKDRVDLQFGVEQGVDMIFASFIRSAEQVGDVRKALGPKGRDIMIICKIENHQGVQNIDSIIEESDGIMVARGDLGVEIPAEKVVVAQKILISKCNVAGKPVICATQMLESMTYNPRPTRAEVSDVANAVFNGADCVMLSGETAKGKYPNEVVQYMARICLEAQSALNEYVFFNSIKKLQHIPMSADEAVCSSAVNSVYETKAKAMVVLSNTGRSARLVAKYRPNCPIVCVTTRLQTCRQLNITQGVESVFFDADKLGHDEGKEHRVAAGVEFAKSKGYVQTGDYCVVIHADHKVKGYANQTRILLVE
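Screened at intermediate enzyme activity to detect both inhibitors and activators: LmPK at 0.1 nM, with a 0.5 nM enzyme column as activation reference. PEP 0.5 mM, ADP 0.1 mM; ATP detected by luminescence after 1 h.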
HCMV antiviral: inhibitors of human cytomegalovirus; HFF cells, HCMV-luciferase reporter, 72 h; hits give low values; activity change, negative = inhibition, % at 57.5 µM; 410,000 compounds, 4.5% hits; AID 1259415; in the data active = activity change below about -60%; inconclusive = no clear call, values can overlap the other calls; inactive = above about -39%
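HFF cells seeded 16 h at 37C, treated with compounds, infected with luciferase-reporter HCMV at MOI 1 PFU/cell; luciferase read at 72 h post infection, normalized to buffer-only and Salinomycin controls.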
AmpC no deterg: AmpC beta-lactamase inhibition without detergent; P00811; Potency, µM (top dose mostly 57.1 µM), inactives show at the highest dose activity change, negative = inhibition, actives largely listed as inhibitors; 330,000 compounds, 0.52% hits; AmpC nitrocefin hydrolysis, absorbance 480 nm, 0.0001% Triton;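 note: potency is the fitted concentration of half-maximal effect; plate controls were no compound for no effect and no enzyme for full effect; nearly all actives have a fitted effect of over 20% in size; some results filed as inactive show a strong effect at the top dose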
Target sequence (P00811 whole entry, looked up): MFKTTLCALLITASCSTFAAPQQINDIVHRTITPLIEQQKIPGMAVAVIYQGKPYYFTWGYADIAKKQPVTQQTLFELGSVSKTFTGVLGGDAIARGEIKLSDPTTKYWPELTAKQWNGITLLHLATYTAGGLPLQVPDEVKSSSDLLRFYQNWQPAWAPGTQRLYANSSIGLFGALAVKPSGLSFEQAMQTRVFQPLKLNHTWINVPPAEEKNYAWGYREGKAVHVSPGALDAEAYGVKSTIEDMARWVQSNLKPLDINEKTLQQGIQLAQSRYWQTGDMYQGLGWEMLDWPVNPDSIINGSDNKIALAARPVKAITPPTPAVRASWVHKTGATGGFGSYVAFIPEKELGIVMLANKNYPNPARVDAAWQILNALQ
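20 mM phosphate pH 7.0 + 0.01% (detergent screen) or 0.0001% Triton X-100; 5.3 nM AmpC reagent; cpd preinc 15 min RT; nitrocefin (800 uM stock) to start; A480 q20 s × 4 min; Activity was normalised to no-enzyme and no-compound control wells.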
TbPYK inhibitor: blocks Trypanosoma brucei pyruvate kinase. TbPYK enzyme, Kinase-Glo Plus ATP luminescence, 45 min. Potency, µM (top dose mostly 76.8 µM), for inactives: top-dose activity, negative = inhibition, usual class: inhibitors. 410,000 compounds, 0.12% hits. AID 624173; note: potency is the fitted concentration of half-maximal effect; nearly all actives have a fitted effect of over 50% in size
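T. brucei PYK with substrate was exposed to pin-transferred compounds across a concentration series, then started with 130 uM ADP (final). After 45 min at room temperature, Kinase-Glo Plus luminescence was read, normalized and curve-fitted.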
HCV inh: HCV inhibition; Huh7.5.1 HCVcc-Cre infection, luciferase reporter, 44 h; Potency, µM (titrated, usually from 41.8 µM), for inactives: top-dose activity change, negative = inhibition, most hits filed as inhibitors; 340,000 compounds, 3.4% hits; AID 651820; note: potency is the fitted concentration of half-maximal effect
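A cell-based infection assay in which seeded cells (1,000 per well) receive test compound after 4 h, are inoculated with HCVcc-Cre at approximately 0.5 moi, and are incubated 44 h before luminescence detection.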
AMA1-RON2 inh: AMA1-RON2 (P. falciparum) interaction inhibition; AlphaScreen AMA1-biotinylated RON2 peptide binding; 360,000 compounds, 0.2% hits; Potency, µM (series often up to 58.2 µM), inactives show top-dose activity change, negative = inhibition, usual class: inhibitors;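 note: potency is the fitted concentration of half-maximal effect; 0% = vehicle wells and -100% = peptide control; nearly all actives have a fitted effect of over 45% in size; some results filed as inactive show a strong effect at the top dose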
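AMA1 (3D7) with his tag at 25 nM final met compounds first, then biotinylated RON2 peptide at 25 nM; detection used donor plus acceptor beads, 10 µg/mL apiece, read by AlphaScreen after 30 min at room temperature.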
AmpC inh detg: blocks E. coli AmpC beta-lactamase in detergent assay | P00811 | AmpC hydrolysis of nitrocefin, absorbance 480 nm, 0.01% Triton | Potency, µM (top dose mostly 114 µM), without a hit: at the top dose activity change, negative = inhibition, usual class: inhibitors | 370,000 compounds, 0.041% hits | AID 485294;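 note: potency is the fitted concentration of half-maximal effect; 0% = no-compound wells and -100% = no-enzyme wells; nearly all actives have a fitted effect of over 25% in size; some results filed as inactive show a strong effect at the top dose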
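AmpC (5.3 nM in the dispensed reagent) in 20 mM phosphate pH 7.0 with 0.01% (detergent screen) or 0.0001% Triton X-100 was preincubated with compounds for 15 min at room temperature. Nitrocefin was then added from an 800 uM solution, and hydrolysis was followed at 480 nm.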
* hit, by the source's call; [ ] = dose if it differs, or a comment. Unless noted, calls come from the whole dose curve; as a rule, active = well fitted curve in the direction sought with a large enough effect; inconclusive = small, poorly fitted or top-dose-only effect, or another doubt; inactive = no such curve, though single readings can be large; an effect the other way counts as inactive or inconclusive. Unless noted, % is set by controls: 0 for no effect and ±100 for the full control effect.

For O=C(Nc1ccc(Cl)c(S(=O)(=O)N2CCOCC2)c1)c1cn2ccccc2n1 the results were LmPK inhibitor 2.4%, HCMV antiviral -24.2, AmpC no deterg -12.8%, TbPYK inhibitor -0.1%, HCV inh -28.6%, AMA1-RON2 inh -1.6% and AmpC inh detg 2.3%.
Screening CC(C)c1ccc(NC(=O)c2cc(Br)ccc2Br)cc1 returned LmPK inhibitor -5.3%, HCMV antiviral -5.5, AmpC no deterg -42.1%, TbPYK inhibitor 3.0%, HCV inh inconclusive, AMA1-RON2 inh 13.4% and AmpC inh detg -3.0%.
CC1CC(C)CN(C(=O)c2ccc(C(=O)c3ccccc3)cc2)C1 (stereo not drawn) was read as HCMV antiviral -5.9, AmpC no deterg -3.8%, TbPYK inhibitor -5.7%, HCV inh 4.0%, AMA1-RON2 inh 15.0% and AmpC inh detg inconclusive.
`O=C(Nc1nnc(-c2cccs2)o1)c1cccc(F)c1` gave HCMV antiviral 0.8, TbPYK inhibitor -9.6%, HCV inh -7.4% and AMA1-RON2 inh 93.0%[activator].
Screening CC(C)(C)c1ccc(C(=O)NCCc2csc(-c3ccc(Cl)cc3)n2)cc1 returned HCMV antiviral -11.0, TbPYK inhibitor 5.2% and AmpC inh detg 20.8%.
Screening CC(C)(C)C(=O)NC1(C(F)(F)F)NC(=O)N(c2ccccc2F)C1=O (stereo not drawn) returned LmPK inhibitor -4.4%, HCMV antiviral 20.4, AmpC no deterg -10.1%, TbPYK inhibitor -1.1%, HCV inh 0.3%, AMA1-RON2 inh 7.4% and AmpC inh detg 3.1%.
For Cc1nc2ccc(S(=O)(=O)NCC(=O)N3CCCC(C)C3)cc2s1 (stereo not drawn) the results were LmPK inhibitor -5.2%, HCMV antiviral 2.1, AmpC no deterg 0.8%, TbPYK inhibitor 4.4%, HCV inh 14.8%, AMA1-RON2 inh -3.4% and AmpC inh detg 6.2%.
`Cc1ccc2c(N)c(C(=O)N(c3ccccc3)c3ccccc3)sc2n1` gave LmPK inhibitor 2.9%, HCMV antiviral -10.3, AmpC no deterg -22.2%, TbPYK inhibitor -8.2%, HCV inh inconclusive, AMA1-RON2 inh -4.6% and AmpC inh detg 2.5%.
Screening Cc1ccc(O)c(NC(=O)CSc2n[nH]c(C)c2[N+](=O)[O-])c1 returned LmPK inhibitor 7.4%, HCMV antiviral inconclusive, AmpC no deterg -39.7%, TbPYK inhibitor 1.7%, HCV inh inconclusive, AMA1-RON2 inh -7.7% and AmpC inh detg inconclusive.
Cc1ccnc(NC(=O)CSc2ccc3c(c2)OCCO3)c1 was read as HCMV antiviral 15.5, AmpC no deterg -12.5%, TbPYK inhibitor 5.3%, HCV inh inconclusive, AMA1-RON2 inh -20.9% and AmpC inh detg -13.7%.
Cc1nnc(NCCc2ccccc2)c2ccccc12 was read as LmPK inhibitor 3.7%, HCMV antiviral 116.6, AmpC no deterg -17.7%, TbPYK inhibitor -0.3%, HCV inh -23.0%, AMA1-RON2 inh -8.1% and AmpC inh detg 2.9%.
Screening C/C(=N\N=C\c1ccc(N(C)C)cc1)c1cccc([N+](=O)[O-])c1 returned LmPK inhibitor -9.4%, HCMV antiviral 168.8, AmpC no deterg -19.8%, TbPYK inhibitor -12.8%, HCV inh 33.2%[activator], AMA1-RON2 inh inconclusive and AmpC inh detg -15.6%.
Screening CCOC(=O)c1nn(-c2ccc(OCC)cc2)c2nc(CC(C)C)c(C#N)c(=O)n12 returned LmPK inhibitor 0.7%, HCMV antiviral -5.5, AmpC no deterg -10.3%, TbPYK inhibitor 0.9%, HCV inh 13.1%, AMA1-RON2 inh 8.2% and AmpC inh detg -0.4%.
Screening CC1CCCC(C)N1CC(O)COc1c(F)cc(Br)cc1F (stereo not drawn) returned LmPK inhibitor -7.4%, HCMV antiviral -23.4, AmpC no deterg -1.6%, TbPYK inhibitor 7.4%, HCV inh -16.2%, AMA1-RON2 inh -6.8% and AmpC inh detg 0.9%.
COc1ccccc1-c1c(C)oc2c(CN3CCCCC3C)c(O)ccc2c1=O (stereo not drawn) was read as LmPK inhibitor 1.8%, HCMV antiviral -3.7, AmpC no deterg -19.9%, TbPYK inhibitor 21.3%, HCV inh 7.5%, AMA1-RON2 inh 10.3% and AmpC inh detg -0.6%.
Screening COc1ccc(C(=O)COC(=O)CCN2C(=O)C3C4CC(C(Br)C4Br)C3C2=O)cc1 (stereo not drawn) returned LmPK inhibitor 0.2%, HCMV antiviral 37.4, AmpC no deterg 44.8%, TbPYK inhibitor -2.6%, HCV inh 2.0%, AMA1-RON2 inh 0.0% and AmpC inh detg -0.9%.
`COc1ccc(C(=O)NCC(=O)N2CCN(C(=O)c3ccco3)CC2)cc1[N+](=O)[O-]` gave HCMV antiviral 38.3, AmpC no deterg -9.9%, TbPYK inhibitor 0.0%, HCV inh -4.7% and AMA1-RON2 inh -8.1%.
`CCc1nnc(NS(=O)(=O)c2ccc(NC(=O)C(c3ccccc3)c3ccccc3)cc2)s1` gave HCMV antiviral 42.8, TbPYK inhibitor -2.8%, HCV inh 18.2% and AMA1-RON2 inh -12.1%.
Screening O=C(NCc1ccccc1Br)C1CCCO1 (stereo not drawn) returned LmPK inhibitor 1.8%, HCMV antiviral 43.1, AmpC no deterg -20.4%, TbPYK inhibitor 4.4%, HCV inh 9.2%, AMA1-RON2 inh -1.1% and AmpC inh detg inconclusive.
`C[C@H](NC(=O)OC(C)(C)C)c1nnc(SCC(=O)c2ccc(Cl)cc2)o1` gave LmPK inhibitor 4.2%, HCMV antiviral -5.4, AmpC no deterg 15.8%, TbPYK inhibitor -0.3%, HCV inh inconclusive, AMA1-RON2 inh 8.3% and AmpC inh detg -11.9%.
`O=C(Nc1nc(-c2cccnc2)cs1)c1ccccc1Cl` gave LmPK inhibitor 7.9%, HCMV antiviral -14.8, AmpC no deterg -7.9%, TbPYK inhibitor 2.6%, HCV inh -25.1%, AMA1-RON2 inh -4.0% and AmpC inh detg 0.6%.
O=C(c1cc2cc(Cl)ccc2[nH]1)N1CCCCC1 was read as LmPK inhibitor -6.5%, HCMV antiviral 45.7, AmpC no deterg -10.3%, TbPYK inhibitor -2.5%, HCV inh 11.0%, AMA1-RON2 inh 4.4% and AmpC inh detg -21.2%.
For O=C(O)C1C2C=CC(C2)C1C(=O)NCc1cccc(Cl)c1 (stereo not drawn) the results were LmPK inhibitor -1.0%, HCMV antiviral -3.7, AmpC no deterg -9.3%, TbPYK inhibitor 1.2%, HCV inh 18.3%, AMA1-RON2 inh -3.6% and AmpC inh detg inconclusive.
Screening CC(=NO)c1ccc2c(c1)Cc1cc([N+](=O)[O-])ccc1-2 returned HCMV antiviral 2.7, TbPYK inhibitor -16.5%, HCV inh inconclusive and AMA1-RON2 inh -7.3%.
Screening Cn1c(Cn2c(=O)sc3ccccc32)nnc1SCc1cccnc1 returned LmPK inhibitor 2.4%, HCMV antiviral 20.5, AmpC no deterg -12.7%, TbPYK inhibitor 2.3%, HCV inh 16.4%, AMA1-RON2 inh -4.0% and AmpC inh detg inconclusive.
For O=C(CN1CCOCC1)NCC(=O)Nc1ccc(Br)cc1C(=O)c1ccccc1 the results were LmPK inhibitor -5.5%, HCMV antiviral -22.5, AmpC no deterg 62.2%[activator], TbPYK inhibitor -4.8%, HCV inh 3.3%, AMA1-RON2 inh -2.1% and AmpC inh detg -9.7%.
O=C(CSc1nnc(-c2ccc(Cl)cc2)n1-c1ccc(Cl)cc1)N/N=C/c1ccco1 was read as LmPK inhibitor 1.4%, HCMV antiviral inconclusive, AmpC no deterg -4.7%, TbPYK inhibitor -5.2%, HCV inh 8.2%, AMA1-RON2 inh 24.2% and AmpC inh detg inconclusive.
`CC(OC(=O)c1ccco1)C(=O)NC1CCCC1` (stereo not drawn) gave LmPK inhibitor 3.9%, HCMV antiviral -36.8, AmpC no deterg -3.7%, TbPYK inhibitor 7.6%, HCV inh 20.7%, AMA1-RON2 inh 5.8% and AmpC inh detg inconclusive.
For CC1(NC(=O)CCNC(=O)c2ccc(C(C)(C)C)cc2)CCS(=O)(=O)C1 (stereo not drawn) the results were HCMV antiviral inconclusive, AmpC no deterg -6.8%, TbPYK inhibitor -2.1%, HCV inh 4.3%, AMA1-RON2 inh 11.0% and AmpC inh detg 0.6%.
Screening CCN(CC)S(=O)(=O)c1cc(NS(=O)(=O)c2cccc(Cl)c2Cl)ccc1C returned LmPK inhibitor 1.5%, HCMV antiviral -17.5, AmpC no deterg -14.6%, TbPYK inhibitor -20.5%, HCV inh 21.3%, AMA1-RON2 inh -3.2%[11.6 µM] and AmpC inh detg -9.1%.

Next section; it opens with the three that closed the last part.
`CC(OC(=O)c1ccco1)C(=O)NC1CCCC1` (stereo not drawn) gave LmPK inhibitor 3.9%, HCMV antiviral -36.8, AmpC no deterg -3.7%, TbPYK inhibitor 7.6%, HCV inh 20.7%, AMA1-RON2 inh 5.8% and AmpC inh detg inconclusive.
For CC1(NC(=O)CCNC(=O)c2ccc(C(C)(C)C)cc2)CCS(=O)(=O)C1 (stereo not drawn) the results were HCMV antiviral inconclusive, AmpC no deterg -6.8%, TbPYK inhibitor -2.1%, HCV inh 4.3%, AMA1-RON2 inh 11.0% and AmpC inh detg 0.6%.
Screening CCN(CC)S(=O)(=O)c1cc(NS(=O)(=O)c2cccc(Cl)c2Cl)ccc1C returned LmPK inhibitor 1.5%, HCMV antiviral -17.5, AmpC no deterg -14.6%, TbPYK inhibitor -20.5%, HCV inh 21.3%, AMA1-RON2 inh -3.2%[11.6 µM] and AmpC inh detg -9.1%.
CCN(Cc1ccc(OC)c(F)c1)C(C)C(=O)Nc1ccc(S(=O)(=O)N2CCCC2)cc1 (stereo not drawn) was read as HCMV antiviral -26.0, AmpC no deterg 5.8%, TbPYK inhibitor 2.2%, HCV inh inconclusive, AMA1-RON2 inh 4.8% and AmpC inh detg -4.7%.
For Cc1ccc(C2C3=C(CC(C)(C)CC3=O)NC3=C2C(=O)c2ccccc23)cc1 (stereo not drawn) the results were LmPK inhibitor 0.6%, HCMV antiviral -64.6*, AmpC no deterg -39.7%, TbPYK inhibitor -3.1%, HCV inh inconclusive, AMA1-RON2 inh inconclusive and AmpC inh detg -1.0%.
`COc1ccc(OC)c(CN(CCN2CCOCC2)C(=O)Nc2cccc(Cl)c2)c1` gave LmPK inhibitor 1.6%, HCMV antiviral inconclusive, AmpC no deterg 160.8%[activator], TbPYK inhibitor -6.1%, HCV inh -16.4%, AMA1-RON2 inh -27.4% and AmpC inh detg -13.0%.
Screening O=CNc1cc(-c2cccc(F)c2)cn2c(-c3ccc(F)c(Cl)c3)cnc12 returned HCMV antiviral 47.6, TbPYK inhibitor 1.5% and AMA1-RON2 inh 31.0%[activator].
